# From PubChem BioAssay
# TDP2 inh: TDP2 (human) inhibition, absorbance primary screen | O95551 | recombinant TDP2, T5PNP hydrolysis, p-nitrophenol absorbance 415 nm | inhibition, % at 12.8 µM | hit rate 0.34% among 370,000;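 active = inhibition above the mean of all tested compounds plus 3 SD, set per campaign, cut at about 25% in these data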;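 also: 0% = DMSO with enzyme and 100% = buffer with substrate but no TDP2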
#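 Material: recombinant human TDP2; quantity: TDP2 enzyme at 120 nM final; medium: Tris-HCl pH 7.5 with MgCl2; compound: single concentration, 12.8 µM nominal, with 1% DMSO; incubation: 2 h enzyme incubation at 37 °C; signal: epi absorbance; measure: percent inhibition; benchmarks: high control without enzyme, low control DMSO plus TDP2; repeats: singlicate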
# SIAE primary: human SIAE inhibition, primary screen. Q9HAT2. AID 1053197. inhibition, % at 9.66 µM. hit rate 0.69% among 370,000. SIAE FP-Rh probe binding, fluorescence polarization;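 active = inhibition above a cutoff: mean of compounds within the control limits plus 3 SD of those, cut at about 17% in these data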;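 also: 0% = plate median of compound wells and 100% = probe without SIAE protein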
# TCR CD3 inh: inhibitors of human TCR-CD3 interaction; TAMRA-labeled TCR probe fluorescence, biochemical; inhibition, % at 9.4 µM; hit rate 0.37% among 360,000; in the data active = inhibition above about 19%;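 also: recombinant mutant TCR 2C K166C tagged with TAMRA read by polarization; 0% = receptor in buffer alone and 100% = receptor with positive control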
# PRMT1 inh: inhibitors of human PRMT1; Q99873; recombinant PRMT1, activity-based probe fluorescence polarization; inhibition, % at 2.79 µM; hit rate 1.3% among 370,000;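 active = inhibition above about 21% made by adding two undisclosed values, limit read from the data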
# HTRA1 inhibitor: inhibitors of human serine peptidase HTRA1 | inhibition, % at 5.96 µM | AID 504803 | recombinant HTRA1, FP-rhodamine activity-based probe, fluorescence polarization | hit rate 0.5% among 340,000; in the data active = inhibition above about 36%;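 also: 0% = enzyme with DMSO and 100% = wells lacking enzyme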
# mABHD4 FP: ABHD4 (mouse) inhibition, primary FP screen | purified mABHD4, FP-Rh probe fluorescence polarization | Q8VD66 | hit rate 0.54% among 370,000 | inhibition, % at 8.92 µM;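 active = inhibition exceeding the mean over every tested compound plus 3 SD, cut at about 30% in these data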;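 also: 0% = plate median of compound wells and 100% = S159A mutant with DMSO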
#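 Assay system: Wild-type mouse ABHD4 protein | Medium: HEPES pH 7.0 buffer, 150 mM NaCl, 0.01% Pluronic F-127 | Incubation: Enzyme–compound pre-incubation 45 min, then probe 60 min, both 25 °C | Technique: Fluorescence polarization with parallel and perpendicular emission, 525/598 nm | Evaluation: % inhibition of FP-Rh probe binding versus controls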
# rCAG binder: r(CAG) repeat RNA binding; AID 651821; TO-PRO-1 dye displacement fluorescence; hit rate 1.3% among 370,000; inhibition, % at 3 µM;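 active = inhibition above the plate cutoff, the mean of all test compounds on that plate plus 3 SD, cut at about 35% in these data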;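 also: 0% = DMSO alone and 100% = 100 µM mitoxantrone as full dye displacement; higher means more dye released from RNA so lower well fluorescence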
# MBD2 inh: blocks human MBD2 binding to methylated DNA; Q9UBB5; TR-FRET, MBD2 binding to methylated oligonucleotide; inhibition, % at 4.4 µM; hit rate 0.31% among 370,000; in the data active = inhibition above about 13%
# GC-B act: GC-B (human) receptor activation; P20594; activation, % at 10 µM; hit rate 0.11% among 370,000; HEK293-GC-B cells, CNP EC30, cGMP TR-FRET; 0% at EC30 CNP, 100% saturating CNP;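 active = activation at 10 µM reaching about 35% in either raw or pattern-adjusted values, limit read from the data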
# Target sequence (P20594 whole entry, looked up): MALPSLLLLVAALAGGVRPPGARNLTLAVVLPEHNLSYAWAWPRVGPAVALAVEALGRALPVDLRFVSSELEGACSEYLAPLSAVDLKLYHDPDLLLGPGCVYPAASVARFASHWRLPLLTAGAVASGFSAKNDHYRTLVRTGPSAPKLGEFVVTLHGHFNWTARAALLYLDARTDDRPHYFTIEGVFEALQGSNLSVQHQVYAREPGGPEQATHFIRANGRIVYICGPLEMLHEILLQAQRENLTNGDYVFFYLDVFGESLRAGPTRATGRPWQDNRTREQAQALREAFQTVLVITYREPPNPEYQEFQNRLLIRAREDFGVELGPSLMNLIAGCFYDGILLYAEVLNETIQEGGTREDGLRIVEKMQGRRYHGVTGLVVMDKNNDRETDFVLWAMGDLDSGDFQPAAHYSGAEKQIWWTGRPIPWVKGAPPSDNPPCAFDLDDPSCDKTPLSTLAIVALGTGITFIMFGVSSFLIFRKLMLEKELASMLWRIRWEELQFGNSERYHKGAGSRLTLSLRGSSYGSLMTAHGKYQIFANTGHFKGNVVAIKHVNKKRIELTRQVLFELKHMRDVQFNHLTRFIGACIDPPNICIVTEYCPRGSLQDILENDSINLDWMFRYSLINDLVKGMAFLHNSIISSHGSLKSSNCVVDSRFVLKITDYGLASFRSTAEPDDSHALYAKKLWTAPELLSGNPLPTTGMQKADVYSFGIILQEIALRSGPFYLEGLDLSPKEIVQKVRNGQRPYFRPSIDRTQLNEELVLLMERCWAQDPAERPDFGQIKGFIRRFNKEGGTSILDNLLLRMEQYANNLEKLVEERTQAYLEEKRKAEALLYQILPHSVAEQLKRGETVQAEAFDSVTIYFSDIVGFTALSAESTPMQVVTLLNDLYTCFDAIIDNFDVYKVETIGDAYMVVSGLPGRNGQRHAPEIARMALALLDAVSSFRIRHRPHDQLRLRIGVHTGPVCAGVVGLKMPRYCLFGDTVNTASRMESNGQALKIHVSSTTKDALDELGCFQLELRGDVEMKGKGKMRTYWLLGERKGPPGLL
# LEDGF integ inh: blocks HIV-1 LEDGF/p75-dependent DNA integration; TR-FRET IN-LEDGF/p75 DNA integration, Eu/Cy5; inhibition, % at 3.7 µM; hit rate 0.64% among 370,000; AID 743269;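 active = inhibition above the screen-wide mean plus 3 SD, cut at about 13% in these data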;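 also: signal is the Cy5 over europium emission ratio at 671 and 618 nm; 0% = plate median of compound wells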
# The depositor's hits bear a star; . = no result given; & = joins results of further samples.
compound,TDP2 inh,SIAE primary,TCR CD3 inh,PRMT1 inh,HTRA1 inhibitor,mABHD4 FP,rCAG binder,MBD2 inh,GC-B act,LEDGF integ inh
COCC(C)n1c(=O)sc2ccccc2c1=O (stereo unspecified),1,-11,1,0,0,-3,12,0,-9,-5
COc1cc(CNCc2ccccn2)ccc1OCc1ccc(Cl)c(Cl)c1,14,-12,-2,4,28,9,-8,2,-7,9
O=c1c2c3c(sc2n2cnnc2n1Cc1ccccc1)CN(Cc1ccccc1)CC3,10,-5,5,7,9,1,3,1,-10,-1
COc1ccc(C2=NOC(C(=O)NC(C)(C)C)C2)cc1 (stereo unspecified),-3,5,6,0,5,2,-2,7,7,3
Cc1ccc(S(=O)(=O)NCC(c2cccnc2)N2CCc3ccccc32)cc1 (stereo unspecified),-11,5,2,-9,10,5,1,-1,-6,2
COC(=O)c1ccc(CNC(=O)/C=C/c2cc([N+](=O)[O-])ccc2OC(F)F)cc1,8,12,0,-3,4,0,-2,-7,2,0
C=CCSc1nc(C)c(CC(=C)C)c(=O)[nH]1,-3,7,10,0,4,2,-3,-7,6,6
COc1cccc(-c2ccc(CN3C(C)C(=O)N(Cc4cn(Cc5ccco5)nn4)CCS3(=O)=O)cc2)c1OC (stereo unspecified),1,-3,13,-1,.,-3,5,-6,4,5
NC(=O)C1CCN(CC(=O)N2c3ccccc3CCc3ccccc32)CC1,1,-1,-8,-1,2,-1,-4,1,2,1
CCOC(=O)N1CCC(NC(=O)c2sc(-n3cccc3)nc2C)CC1,4,7,10,-1,2,7,-6,-3,-1,1
O=C1CN(C(=O)CSc2nc3cc(Cl)ccc3c(=O)n2Cc2ccccc2)c2ccccc2N1,-7,-29,-8,1,-27,-5,6,-2,-20,-3
NC(=O)c1nnsc1Sc1c(C(N)=O)nnn1-c1cccc(N)c1,-11,6,-4,0,4,0,3,0,2,-5
CCOc1ccc(/C=N/NC(=O)c2ccc(Cn3cc(Br)cn3)o2)cc1,4,-5,-5,-2,-12,6,-4,0,1,-2
CCCOc1ccc(C(=O)c2nc3c(n2O)CCCC3)cc1,0,10,4,-3,7,-4,-2,2,1,-2
COC(=O)[C@@H]1C[C@]2(OC(=O)c3ccccc3)C=CC(=O)C[C@@H]2N1C(=O)OCc1ccccc1,-1,8,4,-1,-14,-1,-8,1,-8,1
COc1ccccc1NC(=O)CCC(=O)OCc1ccc(Cl)cc1,1,-3,2,-1,-4,1,-5,5,-5,0
COc1ccc(OC)c(S(=O)(=O)Nc2cc3c4c(c2)C(C)C(=O)N4CCC3)c1 (stereo unspecified),11,1,4,-2,1,0,-1,-3,-1,4
NC(=O)c1ccccc1NC(=O)c1cccc(C(=O)Nc2ccccc2C(N)=O)n1,6,-7,-8,2,.,3,-2,3,0,-4
COc1ccc2c(c1OC)C(=O)N(c1ccc(OCc3ccccc3)cc1)C2=O,-5,0,-8,3,10,-3,-2,6,-3,2
Fc1ccccc1-c1nc2c(s1)CCc1onc(-c3ccc(Br)cc3)c1-2,6,6,-6,1,0,6,4,4,-3,-2
NC(=O)c1cc([N+](=O)[O-])c(Cl)cc1NCc1cccnc1,-3,6,-7,2,-5,0,6,1,2,0
COc1ccc(C(c2nnnn2CS(=O)(=O)c2ccc(C)cc2)N2CCN(Cc3ccccc3)CC2)cc1 (stereo unspecified),2,0,1,1,-5,-2,1,2,5,0
O=[N+]([O-])c1cccc(C(=S)N2CCCC2)c1,-16,0,-8,-1,-6,-5,5,-3,4,0
CCC(C)(C(=O)NC1CCCCC1)N(C(=O)C1CCC(=O)N1)c1ccc(C)cc1 (stereo unspecified),8,4,6,1,-2,-1,-2,-7,1,-2

# Entries of single compounds from above. Order of values: TDP2 inh, SIAE primary, TCR CD3 inh, PRMT1 inh, HTRA1 inhibitor, mABHD4 FP, rCAG binder, MBD2 inh, GC-B act, LEDGF integ inh
# `Fc1ccccc1-c1nc2c(s1)CCc1onc(-c3ccc(Br)cc3)c1-2` reads 6, 6, -6, 1, 0, 6, 4, 4, -3, -2
# `O=[N+]([O-])c1cccc(C(=S)N2CCCC2)c1` reads -16, 0, -8, -1, -6, -5, 5, -3, 4, 0
# `COc1ccc(C(c2nnnn2CS(=O)(=O)c2ccc(C)cc2)N2CCN(Cc3ccccc3)CC2)cc1` (stereo unspecified) reads 2, 0, 1, 1, -5, -2, 1, 2, 5, 0
# `COc1ccc(OC)c(S(=O)(=O)Nc2cc3c4c(c2)C(C)C(=O)N4CCC3)c1` (stereo unspecified) reads 11, 1, 4, -2, 1, 0, -1, -3, -1, 4
# `NC(=O)c1ccccc1NC(=O)c1cccc(C(=O)Nc2ccccc2C(N)=O)n1` reads 6, -7, -8, 2, ., 3, -2, 3, 0, -4

# An excerpt from above, limited to mABHD4 FP.
compound	mABHD4 FP
COC(=O)c1ccc(CNC(=O)/C=C/c2cc([N+](=O)[O-])ccc2OC(F)F)cc1	0
CCCOc1ccc(C(=O)c2nc3c(n2O)CCCC3)cc1	-4
COc1ccc(C(c2nnnn2CS(=O)(=O)c2ccc(C)cc2)N2CCN(Cc3ccccc3)CC2)cc1 (stereo unspecified)	-2
NC(=O)c1cc([N+](=O)[O-])c(Cl)cc1NCc1cccnc1	0

# Other entries follow:
compound,TDP2 inh,SIAE primary,TCR CD3 inh,PRMT1 inh,HTRA1 inhibitor,mABHD4 FP,rCAG binder,MBD2 inh,GC-B act,LEDGF integ inh
COC(=O)C1=C(C)N=C2SC(C)C(=O)N2C1c1cccs1 (stereo unspecified),-13,-17,6,6,-6,-26,7,-2,6,-2
O=[N+]([O-])c1ccc(NN=Cc2ccc(O)cc2O)nc1,-14,8,1,1,20,30*,7,-9,-9,-11
CCO[C@@H]1OC(C(=O)Nc2ccccc2)=C[C@H](c2ccc(C(F)(F)F)cc2)[C@H]1CCCO,-7,-6,6,2,-69,-22,-8,0,-4,-2
CC(C)(C)NS(=O)(=O)c1ccc(NC(=O)CS(=O)(=O)Cc2ccccc2)cc1,9,4,0,3,-2,-5,-2,-6,-9,-1
CCOC(=O)C(C)Sc1cnccn1 (stereo unspecified),-1,-5,5,-2,-1,-3,-2,0,7,0
CCOC(=O)C1CCN(c2cc(C)nc3ccc(OC)cc23)CC1,-1,-8,2,0,-2,0,-6,-6,-4,1
COc1ccccc1N1CCN(c2ccc(Cl)nn2)CC1,10,-2,2,1,1,3,-8,0,0,-6
CCCCCCc1c(O)nc(SCCN(C)C)[nH]c1=O,5,0,-7,14,7,2,-2,-6,5,0

# The listing continues:
# Each structure is followed by: TDP2 inh	SIAE primary	TCR CD3 inh	PRMT1 inh	HTRA1 inhibitor	mABHD4 FP	rCAG binder	MBD2 inh	GC-B act	LEDGF integ inh
> Nc1cc(Cl)ccc1N1CCOCC1
    -9	2	-4	4	8	4	2	2	1	1
> CCOc1ccc(C(c2nnnn2Cc2ccccc2)N2CCN(C(=O)c3ccco3)CC2)cc1 (stereo unspecified)
    -6	1	0	-2	-10	2	-8	-5	5	0
> CC(NC(=O)COc1ccc(-c2nnco2)cc1)c1ccc(Cl)cc1Cl (stereo unspecified)
    2	8	-1	0	-11	-6	-1	-2	-2	2
> Cc1nn(C)c(C)c1NS(=O)(=O)c1ccc(N2CCCC2=O)cc1
    1	-2	-7	1	2	2	-1	5	3	1
> COc1ccc(CCNC(=O)Nc2nc(C(N)COCc3ccccc3)cs2)cc1OC (stereo unspecified)
    -12	3	-1	3	.	10	5	6	-2	3
> O=S(=O)(NCc1cn2ccsc2n1)c1cccs1
    -7	5	-4	1	3	2	4	7	-5	1
> COc1ccc(NC(=O)Nc2ccc3c(c2)C(=O)N([C@H](C)CO)C[C@H](C)[C@@H](CN(C)C(=O)Nc2ccc(OC)cc2)O3)cc1
    -7	11	-1	1	3	0	7	-2	5	-1
> CC1=C(C#N)C(=O)N(C)C(C)(C)C1
    5	12	-2	-2	2	10	0	3	0	-1
> COCCCNC(=S)NCCCNc1nc2cc(C)cc(C)c2cc1C#N
    -3	-3	-3	2	-6	-2	-3	-3	-7	-6
> O=C(COC(=O)C1CCC1)Nc1ncc(Cl)cc1Cl
    -7	0	8	-1	3	1	7	-6	3	5
> CC(C)(C)c1ccc(S(=O)(=O)N(CCCN2CCOCC2)Cc2cccs2)cc1
    -13&5	6&3	3&-4	8&1	-12	5&18	1&-9	6&1	3&0	4&1
> O=C1CN(S(=O)(=O)c2ccc(F)cc2)c2ccccc2N1
    -10	6	-2	-2	4	-2	-2	-1	0	3
> COC(=O)c1c(C(=O)OC)c(-c2cccc(Cl)c2)n2c1CS(=O)(=O)C2
    -21	-1	0	-1	5	2	-4	2	1	-10
> CCCCOc1ccc(C(=O)n2ccc3ccc(-c4ccc5ccn(Cc6ccc(OC)cc6)c5c4)cc32)cc1
    6	-5	.	4	.	-17	24	3	-38	5
> O=C(C1CCCN(S(=O)(=O)c2ccc(Br)s2)C1)N1CCCCCC1 (stereo unspecified)
    -11	2	-3	1	-2	6	-8	-6	-1	1
> CCOCCCNC(=O)CCC(=O)NNc1nc2ccccc2c2nc(C)nn12
    0	0	7	0	-5	0	-2	1	1	1
> C/C(=N\NC(=O)c1cccc(S(=O)(=O)N2CCCC2)c1)c1cccs1
    -13	-15	6	5	-2	-5	1	6	3	1
> CCc1ccc(NC(=O)CC2S/C(=N/N=C3CCCCCC3)NC2=O)cc1 (stereo unspecified)
    -1	8	-4	-2	-5	7	11	-2	3	2
> CC1(C)CC(NC(=O)c2ccncc2)CC(C)(C)N1O
    -1	2	4	-1	9	6	0	-5	6	3
> O=C(O)c1ccc(OCC(O)Cn2cnc3ccccc32)cc1 (stereo unspecified)
    9	2	0	-4	-17	5	1	-3	14	1
> Cc1oc(S(=O)(=O)N2CCCC2)cc1C(=O)Nc1ccc(F)cc1
    -8	-3	-2	0	-7	3	-1	-2	4	-3
> Cc1ccccc1CN1C[C@@H]2C[C@@H](c3cnc(N4CCOCC4)s3)N3CCC[C@@]23C1=O
    -23	0	-7	-1	-1	-4	4	-4	-14	3
> Cc1ccc(C2(c3noc(CN(C)Cc4cnn(C)c4)n3)CCCC2)cc1
    1	3	7	0	1	-2	-9	-3	-21	1

# The list is partial (hit frequency here may not be typical).
